Screening data from PubChem BioAssay.
TPT1 inh = inhibitors of Candida albicans tRNA 2'-phosphotransferase TPT1 | recombinant caTPT1, FP RNA substrate dephosphorylation | inhibition, % at 5 µM | 300,000 tested, 0.81% active | AID 1962;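 active = inhibition above the mean of all tested compounds plus 3 SD, set per screening campaign, cut at about 24% in these data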;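 also: plate controls were DMSO alone for no effect and ferristatin control at 100 nM for full effect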
EBNA-1 inhibitor = blocks EBNA-1 binding to DNA; EBNA-1 DNA binding, fluorescence polarization; inhibition, % at 14.8 µM; 300,000 tested, 0.34% active; AID 1950; in the data active = inhibition above about 28%
PP1 inh = PP1-alpha (human) inhibition in PP5 counter-screen. 320,000 tested, 0.9% active. AID 2235. inhibition, % at 6.7 µM. purified PP1alpha, OMFP fluorescence. P62136;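 active = inhibition above the mean inhibition of all tested compounds plus 3 SD, computed separately for each screening campaign, cut at about 15% in these data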
ZTA counter = blocks Epstein-Barr virus ZTA, an EBNA-1 counter-screen; 320,000 tested, 0.15% active; P03206; ZTA-DNA binding, fluorescence polarization; inhibition, % at 11 µM; in the data active = inhibition above about 33%
Target sequence (P03206 whole entry, looked up): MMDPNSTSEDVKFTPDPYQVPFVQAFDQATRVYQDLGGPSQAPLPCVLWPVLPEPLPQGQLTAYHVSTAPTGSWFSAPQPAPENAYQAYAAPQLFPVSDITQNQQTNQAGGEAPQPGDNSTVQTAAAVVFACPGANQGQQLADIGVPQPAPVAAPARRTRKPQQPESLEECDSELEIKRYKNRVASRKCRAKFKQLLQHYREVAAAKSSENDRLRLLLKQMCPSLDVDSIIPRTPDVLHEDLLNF
Fh CTSL1 inh = blocks F. hepatica cathepsin L1 in PFM18AAP counter-screen. AID 1906. inhibition, % at 5.96 µM. 300,000 tested, 0.49% active. recombinant F. hepatica cathepsin L1, Z-Leu-Arg-MCA fluorescence;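 active = inhibition above the mean of all tested compounds plus 3 SD, set per screening campaign, cut at about 17% in these data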;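 also: 0% = plate median of test compound wells and 100% = 1 µM Z-Phe-Ala-diazomethylketone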
Efflux pump mplx = blocks antifungal efflux pumps in multiplex yeast assay; 330,000 tested, 0.44% active; AID 485275; inhibition, % at 10 µM; S. cerevisiae Candida pump triplex, Nile Red efflux;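 active = plate passing quality check with inhibition over a set limit, or well fluorescence over plate mean plus 4 SD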;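 also: Nile Red retained in pooled yeast measured as flow cytometry median fluorescence; 0% = buffer negative control and 100% = Enniatin B positive control; higher means more Nile Red kept so more efflux inhibition; some compounds called inactive have numbers as strong as hits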
core dimer inh = HCV core protein dimerization inhibition; TR-FRET GST/Flag-core106 dimerization, 1536-well; 300,000 tested, 0.33% active; inhibition, % at 5 µM;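 active = inhibition above the mean of all tested compounds plus 3 SD, set per screening campaign, cut at about 45% in these data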
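Test system: GST/Flag-tagged HCV core106 proteins; Medium: KF-containing HEPES buffer, pH 7.45, DTT, CHAPS, BSA; Times: compound-protein-antibody incubation 4 h at 22.5 °C; Detection: TR-FRET 671 and 617 nm emission; Benchmarks: wells lacking GST-core106 and wells with excess unlabelled core106.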
PP5 primary = blocks human protein phosphatase 5 activity; 320,000 tested, 0.18% active; inhibition, % at 6.7 µM; purified PP5c, OMFP substrate fluorescence;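 active = inhibition above the campaign's mean inhibition across all tested compounds plus 3 SD, cut at about 9.5% in these data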;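 also: 0% = DMSO only and 100% = 100 µM cantharidin control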
Target sequence (P53041 whole entry, looked up): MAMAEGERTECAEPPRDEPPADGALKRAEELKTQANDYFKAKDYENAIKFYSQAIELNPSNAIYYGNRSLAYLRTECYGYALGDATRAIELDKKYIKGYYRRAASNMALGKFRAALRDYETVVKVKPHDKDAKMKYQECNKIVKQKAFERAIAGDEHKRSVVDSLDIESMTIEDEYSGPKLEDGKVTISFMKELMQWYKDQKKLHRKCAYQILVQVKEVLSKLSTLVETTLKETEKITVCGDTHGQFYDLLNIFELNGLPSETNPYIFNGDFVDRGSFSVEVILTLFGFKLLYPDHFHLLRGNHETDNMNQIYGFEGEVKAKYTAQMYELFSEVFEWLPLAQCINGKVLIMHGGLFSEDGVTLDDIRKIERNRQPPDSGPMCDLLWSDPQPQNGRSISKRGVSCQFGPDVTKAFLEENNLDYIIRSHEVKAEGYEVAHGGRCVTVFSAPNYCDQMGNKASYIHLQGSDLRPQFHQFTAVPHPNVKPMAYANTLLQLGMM
PREPL inh = human PREPL enzyme inhibition; inhibition, % at 5.96 µM; recombinant PREPL, fluorescence polarization activity-based probe; 320,000 tested, 0.68% active; Q4J6C6; in the data active = inhibition above about 43%;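 also: 0% = enzyme with DMSO and 100% = wells lacking enzyme; many of its hits are not listed in these tables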
Active calls of the source: *; . = not tested or not shown. An excerpt; the hit share may differ from the screen's.

SMILES	TPT1 inh	EBNA-1 inhibitor	PP1 inh	ZTA counter	Fh CTSL1 inh	Efflux pump mplx	core dimer inh	PP5 primary	PREPL inh
CC(=O)N(C)c1cccc(-c2ccc3nnc(C)n3n2)c1	-2	-3	-1	7	-3	0.0	-6	1.6	8
Cc1cc(C)c(C#N)c(OCc2ccc(Cl)nc2)n1	3	-14	-2	-4	0	0.0	-2	4.3	-4
CCn1cc(C(=O)NCc2ccc(C)o2)c2cc(OC)c(OC)cc2c1=O	1	4	3	7	2	0.0	-9	3.1	6
Clc1ccc(-c2nnc(N3CCOCC3)o2)cc1	1	-8	0	-21	-2	0.1	-2	0.7	27
COc1ccc(CC(=O)NC2CC(C)(C)NC(C)(C)C2)cc1OC	-11	1	2	-22	6	-0.1	-10	-7.5	11
CCn1nnnc1SCC(=O)N1CCN(c2ccccc2)CC1	-3	-1	-1	-12	-3	-0.1	-2	1.6	-2
O=c1c2ccccc2c(C=NCCO)c(O)n1-c1ccccc1	2	-3	1	6	3	-0.1	-3	0.6	-7
O=C(NC1CCC(=O)N(CCSc2ccccc2)CC1)OCc1ccccc1 (centres undefined)	-5	4	-2	8	4	0.3	-6	-0.9	19
CC(=O)c1c(C)[nH]c(C(=O)CSc2nc3ccccc3n2C)c1C	3	-15	1	-1	-6	0.1	12	2.0	-12
CN(C)/C=C/C(=O)c1cnc(-c2ccc(Cl)cc2)s1	-1	8	-1	-2	1	-0.3	0	3.4	-4
CCCCC(=O)NC(=S)Nc1cccc(Cl)c1N1CCCCC1	1	-8	2	-3	-3	0.0	-7	0.3	-8
COC(=O)c1sc(S(=O)(=O)Nc2ccc(Br)cc2)c(C(=O)OC)c1C	-3	3	-1	2	0	-0.2	4	-0.4	-12
CC(C)OC(=O)CSc1nc2cccnc2n1-c1ccc(F)cc1	-6	7	3	-1	1	0.0	4	1.1	2
COC(=O)[C@@H](NC(=O)Nc1cc(Cl)ccc1C)C(C)C	-2	4	-2	-1	-4	0.1	0	-2.0	-3
CCOC(=O)NC(Nc1nc2ccccc2s1)(C(=O)OCC)C(F)(F)F (centres undefined)	0	-10	1	-21	-1	0.2	-4	3.7	12
CCCCCN1C=CC(=C2C(=O)c3ccccc3C2=O)C=C1	0	1	0	14	1	0.2	6	-1.0	1
CCOC(=O)c1c(NCC(C)C)c2ccccc2[nH]c1=O	-1	10	-1	18	1	0.1	2	0.3	13
O=C(Nc1ccc(C(=O)N2CCN(c3ccc(Cl)cc3)CC2)cc1)C1=CSCCO1	0	2	-4	2	-1	0.1	4	-1.6	11
COc1cc(OC)c(OC)cc1CNCCNC(=O)c1ccco1	0	5	-1	4	-1	-0.4	-7	2.5	13
Cc1csc2nc(COC(=O)c3cccc(N(C)C)c3)cc(=O)n12	.	.	-5	8	.	0.1	.	-0.5	5
Cc1cccc(N2C(=O)CC(Sc3ccccc3C(=O)O)C2=O)c1 (centres undefined)	0	-5	-3	-6	-2	-0.1	-4	-1.9	3
CN1C(=O)c2ccccc2C(C(=O)O)C1c1cccc([N+](=O)[O-])c1 (centres undefined)	-2	-6	-6	-2	3	0.0	-5	1.3	0
COc1ccccc1C(=O)COC(=O)c1ccc(N(C)C)cc1	2	-7	0	5	12	-0.1	-1	2.1	3
Cc1cc(=O)cc(C)n1-c1ccccc1Br	-1	-1	-3	4	0	0.0	1	0.2	-6
CCn1c(SCC(=O)Nc2ccc(F)cc2)nnc1C1CC1	2	-14	-3	11	3	-0.2	-2	0.7	18
SMILES	TPT1 inh	EBNA-1 inhibitor	PP1 inh	ZTA counter	Fh CTSL1 inh	Efflux pump mplx	core dimer inh	PP5 primary	PREPL inh
O=C(/C=C/c1ccco1)NC(=S)Nc1cccc([N+](=O)[O-])c1	0	0	13	3	6	0.4	36	-1.4	7
COc1ccc(S(=O)(=O)N(C)C)cc1NC(=O)COC(=O)c1nn(C)c(=O)c2ccccc12	-3	-7	-3	7	-7	0.0	-1	-1.3	10
O=C(N/N=C\c1ccc2c(c1)OCO2)c1cncc(Br)c1	0	-8	1	5	2	0.2	-6	3.9	1
Cc1cccc2sc(N(CCCN(C)C)C(=O)c3ccc(S(=O)(=O)N4CCc5ccccc5C4)cc3)nc12	-1	3	11	-6	-1	0.0	-15	5.1	0
O=C1C=CC[C@H](/C=C/C[C@@H](O)C[C@H](O)CCc2ccccc2)O1	-1	8	-4	-4	-2	-0.1	-4	2.2	1
COc1ccccc1CN1C[C@@H]2C[C@@H](c3cccc(O)c3)N3CCC[C@@]23C1=O	6	2	-1	1	5	-0.3	8	1.5	-3
CC(O)CNCCCOc1cccc(C(F)(F)F)c1 (centres undefined)	3	-8	5	-9	-7	0.1	0	-0.7	-3
Cc1ccc(CCC(=O)Nc2ncc(Cc3cc(Cl)ccc3Cl)s2)o1	4	1	7	6	-1	-0.1	-5	-0.4	-2
COc1ccc(-c2c(C)oc3c(CN4CCCCC4C)c(O)ccc3c2=O)cc1OC (centres undefined)	-2	3	-4	11	-3	0.1	-4	-1.1	15
CCN1CCN(C(=S)c2ccc(Cl)cc2)CC1	0	1	-6	-3	-6	-0.1	3	-0.7	8
COCCN(C(=O)c1cccc(OC)c1)c1nnc(-c2ccncc2)s1	-8	-4	-3	-15	-2	0.0	-7	1.2	-5
CC(=O)Nc1ccc(S(=O)(=O)NCc2cn3ccsc3n2)cc1	-1	-2	0	-17	2	-0.1	-3	2.9	11
O=CN1CCN(C(C(=O)NC2CCCC2)c2cc3c(cc2[N+](=O)[O-])OCO3)CC1 (centres undefined)	-1	4	-6	13	5	0.1	0	-1.2	-39
COc1ccc(S(=O)(=O)N2CCN(C(C)C(=O)Nc3ccc(C(C)C)cc3)CC2)cc1 (centres undefined)	.	.	1	6	.	0.6	.	2.7	-4
CN(C)S(=O)(=O)N1CCC(Oc2cccc(C(=O)N3CCCCCCC3)c2)CC1	0	-5	3	-9	-13	0.1	-9	-5.8	-2
Cc1ccccc1-c1ncc(CN2CCN(C3CCCCC3)C(CCO)C2)cn1 (centres undefined)	2	0	-3	6	-1	0.1	2	1.6	13
COc1ccc(Cn2ccc(=O)c(Cc3c(Cl)cccc3Cl)c2C)cc1	2	-6	-1	12	-1	0.2	6	2.6	-7
NC(=O)C1CCN(C(=O)C2CC(=O)N(c3ccc(F)cc3)C2)CC1 (centres undefined)	-1	14	-1	1	4	0.0	8	0.5	5
CC1(C)Cc2c(c(-c3ccccc3)[nH]c(=O)c2C#N)CS1	-3	-6	2	11	5	0.1	7	1.4	10
O=C1/C(=C/c2ccccc2)SC(=S)N1C1CCS(=O)(=O)C1 (centres undefined)	-3	9	0	11	-2	-0.1	2	-1.3	-5
COc1ccc2cc(CCOC3CCCCO3)ncc2c1 (centres undefined)	.	.	-4	-11	.	0.3	.	2.2	15
Cc1ccc(Nc2ncnc(-n3cccc3)n2)cc1Cl	2	5	3	-1	0	-0.2	11	5.8	-12
CC(=O)NS(=O)(=O)c1ccc(NC(=S)NC(=O)Cc2ccccc2)cc1	-4	-13	-6	-8	0	0.1	-4	-2.0	-9
Cc1nn(Cc2ccccc2Cl)c(C)c1C(=O)NCC(c1cccs1)N1CCOCC1 (centres undefined)	2	-11	-5	4	2	0.1	-1	0.7	11
O=C(Nc1ccc(N2CCOCC2)c(Cl)c1)c1cc2ccccc2o1	-2	3	2	4	-1	0.1	3	5.2	23

Reformatted with two lines to a compound: part of the list above.
Every second line gives: TPT1 inh, EBNA-1 inhibitor, PP1 inh, ZTA counter, Fh CTSL1 inh, Efflux pump mplx, core dimer inh, PP5 primary, PREPL inh
CN(C)S(=O)(=O)N1CCC(Oc2cccc(C(=O)N3CCCCCCC3)c2)CC1
 : 0, -5, 3, -9, -13, 0.1, -9, -5.8, -2
Cc1ccccc1-c1ncc(CN2CCN(C3CCCCC3)C(CCO)C2)cn1 (centres undefined)
 : 2, 0, -3, 6, -1, 0.1, 2, 1.6, 13
COc1ccc(Cn2ccc(=O)c(Cc3c(Cl)cccc3Cl)c2C)cc1
 : 2, -6, -1, 12, -1, 0.2, 6, 2.6, -7
NC(=O)C1CCN(C(=O)C2CC(=O)N(c3ccc(F)cc3)C2)CC1 (centres undefined)
 : -1, 14, -1, 1, 4, 0.0, 8, 0.5, 5
CC1(C)Cc2c(c(-c3ccccc3)[nH]c(=O)c2C#N)CS1
 : -3, -6, 2, 11, 5, 0.1, 7, 1.4, 10
O=C1/C(=C/c2ccccc2)SC(=S)N1C1CCS(=O)(=O)C1 (centres undefined)
 : -3, 9, 0, 11, -2, -0.1, 2, -1.3, -5
COc1ccc2cc(CCOC3CCCCO3)ncc2c1 (centres undefined)
 : ., ., -4, -11, ., 0.3, ., 2.2, 15
Cc1ccc(Nc2ncnc(-n3cccc3)n2)cc1Cl
 : 2, 5, 3, -1, 0, -0.2, 11, 5.8, -12
CC(=O)NS(=O)(=O)c1ccc(NC(=S)NC(=O)Cc2ccccc2)cc1
 : -4, -13, -6, -8, 0, 0.1, -4, -2.0, -9
Cc1nn(Cc2ccccc2Cl)c(C)c1C(=O)NCC(c1cccs1)N1CCOCC1 (centres undefined)
 : 2, -11, -5, 4, 2, 0.1, -1, 0.7, 11
O=C(Nc1ccc(N2CCOCC2)c(Cl)c1)c1cc2ccccc2o1
 : -2, 3, 2, 4, -1, 0.1, 3, 5.2, 23

Continued:
SMILES	TPT1 inh	EBNA-1 inhibitor	PP1 inh	ZTA counter	Fh CTSL1 inh	Efflux pump mplx	core dimer inh	PP5 primary	PREPL inh
Oc1cc(Br)ccc1C=Nc1ccc(N2CCCCC2)cc1	0	-1	3	10	-3	-0.1	4	2.5	24
CCN1CCN(CCCNC(=O)CNC(=O)c2nn(-c3ccc(OC)cc3)c(=O)c3ccccc23)CC1	-2	8	1	-2	2	0.1	-4	0.2	0
CCCCNC(=O)c1onc(CSc2cccc(OC)c2)c1C(=O)NCCCC	-3	9	3	5	2	0.4	5	2.4	0
CCOC(=O)c1c(SCC(=O)Nc2nc(C)cs2)nc(=O)[nH]c1C	-1	13	-2	5	-1	0.0	7	1.4	-1
CCC(C)NC(=O)CSc1nc2cc(S(=O)(=O)N3CCOCC3)ccc2n1CC (centres undefined)	1	5	7	-1	0	0.1	0	-1.2	-4
OCC1(Cc2ccccc2)CCCN(Cc2cn[nH]c2-c2ccccc2)C1 (centres undefined)	2	-4	4	-6	-3	0.1	2	4.0	3
Cn1c(N)c(C(=O)Nc2ccccc2F)sc1=S	4	-12	0	-1	2	0.3	2	0.6	6
CNC(=O)c1cc(OCC(F)(F)F)ccc1OCC(F)(F)F	-1	3	-2	-1	-6	0.0	-4	-1.8	0
Cc1[nH]nc2c1C(c1ccco1)C(C#N)=C(N)O2 (centres undefined)	-1	0	-5	6	1	-0.2	1	-0.1	4
COc1ccc(CCNC(=O)Cn2ccc3cc(S(=O)(=O)N4CCCC4)ccc32)cc1OC	1	-2	-6	-2	-1	0.2	-3	-0.8	4
CCOC(=O)c1c(C)[nH]c(C(=O)COC(=O)CCC(=O)c2ccc3c(c2)OCCO3)c1C	5	-7	0	-7	-22	-0.2	-4	5.5	7
CCOC(=O)C1=C(O)/C(=C/c2ccc(OCC(=O)O)c(OCC)c2)SC1=Nc1ccc(OC)cc1	1	-9	1	6	6	-0.2	7	1.4	16
Cn1ccc(NC(=O)c2ccc(Cl)cc2)n1	.	.	-3	-5	.	151*	.	-1.7	11
